NPY-Y2 PAM-ag = potentiates or activates human NPY-Y2 receptor; P49146; cells expressing NPY-Y2, potentiator/agonist read-out; activation, % at 3.6 µM; 220,000 tested, 0.45% active; AID 1359; in the data active = activation above about 27%;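 also: cells stimulated with NPY near EC25 plus isoproterenol at EC100; 0% = vehicle plus submaximal agonist and 100% = vehicle plus saturating agonist; some results beyond the cut were filed as inactive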
Target sequence (P49146 whole entry, looked up): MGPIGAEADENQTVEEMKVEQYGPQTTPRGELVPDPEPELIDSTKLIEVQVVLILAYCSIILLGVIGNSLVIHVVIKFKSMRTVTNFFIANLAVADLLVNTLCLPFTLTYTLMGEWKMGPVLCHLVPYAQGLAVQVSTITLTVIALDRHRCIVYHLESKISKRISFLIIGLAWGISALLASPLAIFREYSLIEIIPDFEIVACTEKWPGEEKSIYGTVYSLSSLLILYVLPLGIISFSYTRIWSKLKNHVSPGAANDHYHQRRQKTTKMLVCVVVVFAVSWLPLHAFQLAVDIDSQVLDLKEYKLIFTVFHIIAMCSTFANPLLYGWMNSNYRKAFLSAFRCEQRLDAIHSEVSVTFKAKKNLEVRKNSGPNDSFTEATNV
NPY1 pot ag = human NPY-Y1 potentiation or agonism, primary screen; activation, % at 3.6 µM; 220,000 tested, 0.37% active; P25929; NPY-Y1 expressing cells, potentiator/agonist activation; in the data active = activation above about 33%, passing the limit was not always enough;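 also: cells stimulated with NPY at EC10 then isoproterenol at EC100; 0% = low agonist plus stimulus and 100% = saturating agonist plus stimulus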
Runt-CBFb FRET = Runt domain-CBFb interaction inhibition; Q01196+Q13951; Cerulean-Runt/Venus-CBFb FRET ratio 530/480, 1 h; inhibition, % at 20 µM; 220,000 tested, 0.46% active; AID 1496;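 active = inhibition over about 50% at 20 µM in the single-dose screen, limit read from the data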;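 also: 0% = DMSO wells and 100% = excess unlabeled CBFb competitor control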
Target sequence (Q01196 whole entry, looked up, the tested form may be a part): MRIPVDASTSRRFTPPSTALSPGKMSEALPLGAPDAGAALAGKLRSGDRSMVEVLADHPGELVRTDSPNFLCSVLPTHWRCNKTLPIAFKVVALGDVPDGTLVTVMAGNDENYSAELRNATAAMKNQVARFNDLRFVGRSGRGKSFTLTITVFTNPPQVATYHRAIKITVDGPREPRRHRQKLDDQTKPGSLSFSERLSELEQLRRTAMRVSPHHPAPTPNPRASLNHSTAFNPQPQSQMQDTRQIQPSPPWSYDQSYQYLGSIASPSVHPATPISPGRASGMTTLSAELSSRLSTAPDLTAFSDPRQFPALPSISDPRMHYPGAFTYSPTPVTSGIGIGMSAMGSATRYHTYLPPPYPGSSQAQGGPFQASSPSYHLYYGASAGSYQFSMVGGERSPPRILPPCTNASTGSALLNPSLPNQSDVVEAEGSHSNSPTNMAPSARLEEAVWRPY
Target sequence (Q13951 whole entry, looked up, the tested form may be a part): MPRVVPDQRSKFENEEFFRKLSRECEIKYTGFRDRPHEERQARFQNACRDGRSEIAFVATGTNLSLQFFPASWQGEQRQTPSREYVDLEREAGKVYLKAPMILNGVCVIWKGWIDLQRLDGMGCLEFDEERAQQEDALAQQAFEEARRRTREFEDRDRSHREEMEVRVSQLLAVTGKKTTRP
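test system = Cerulean-tagged RUNX1 Runt domain (FRET donor) fusion protein | reagent = Venus-CBFb binding partner, 100 nM | incubation = protein complex preformed 1 h, compound exposure 1 h, room temperature, dark | detection = FRET fluorescence | read-out basis = loss of energy transfer signal | controls = 5 µM unlabeled CBFb as full-inhibition high control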
RBBP9 inhibitor = blocks human serine hydrolase RBBP9. inhibition, % at 7.94 µM. O75884. 220,000 tested, 0.2% active. recombinant RBBP9, FP-Rh probe fluorescence polarization;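 active = inhibition above the campaign mean of all tested compounds plus 3 SD, cut at about 14% in these data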;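 also: plate controls were DMSO wells with RBBP9 for no effect and wells lacking RBBP9 protein for full effect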
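Controls: DMSO-treated enzyme wells and wells lacking RBBP9 | Material: RBBP9 protein | Technique: Fluorescence polarization | Replication: Single well per compound, no replicates | Buffer or medium: Tris-NaCl-Pluronic buffer, pH 8.0 | Timing: 30 min compound preincubation, 45 min probe labeling, 25 °C | Read-out basis: Percent inhibition from mP, scaled between DMSO and no-protein wells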
BaF3 tox = reduces parental Ba/F3 cell viability, JAK2V617F counter-screen; CellTiter-Glo ATP luminescence; inhibition, % at 5.6 µM; 220,000 tested, 1.1% active; AID 1486;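 active = inhibition above a per-campaign cutoff, the mean inhibition of all tested compounds plus 3 SD, cut at about 27% in these data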;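 also: 0% = DMSO wells and 100% = JAK Inhibitor I control wells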
NPY-Y1 antag = blocks the human neuropeptide Y Y1 receptor. P25929. HEK293-CNG Y1 cells, membrane potential fluorescence; NPY at EC95, then isoproterenol. inhibition, % at 3.6 µM. 200,000 tested, 1% active;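 active = inhibition above the campaign mean inhibition of all tested compounds plus 3 SD, cut at about 20% in these data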;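 also: 0% = DMSO wells given NPY plus isoproterenol and 100% = isoproterenol alone without NPY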
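Material: HEK293 cells with Y1 receptor plus CNG channel; times: compound incubation 1 h at room temperature, readout 45 min post-stimulation; signal: fluorescence, membrane potential probe; read-out basis: fluorescence ratio normalized to % inhibition between controls; benchmarks: full-block control isoproterenol-only wells, zero-block control NPY plus isoproterenol wells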
S1P4 agonist = human S1P4 receptor agonism; S1P4-expressing cell line, agonist reporter assay; 220,000 tested, 0.35% active; O95977; activation, % at 4.98 µM; in the data active = activation above about 11%;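 also: 0% = DMSO vehicle and 100% = reference agonist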
Ba/F3 V617F tox = lowers viability of Ba/F3 cells expressing EpoR and JAK2V617F. ATP luminescence. inhibition, % at 5.6 µM. 220,000 tested, 1.1% active;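 active = inhibition above the campaign mean plus 3 SD over all tested compounds, cut at about 24% in these data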;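 also: cytokine-independent growth of Ba/F3 cells driven by EpoR plus mutant JAK2; 0% = DMSO-treated cells and 100% = JAK inhibitor I control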
S1P4 antag = human S1P4 receptor antagonism; O95977; S1P4-expressing cells, antagonist mode, reporter read-out; inhibition, % at 4.98 µM; 220,000 tested, 0.26% active; AID 1510; in the data active = inhibition above about 29%;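 also: 0% = wells stimulated with agonist and 100% = vehicle wells without agonist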
An asterisk follows results filed as active; . = no result given.

Under each structure: Runt-CBFb FRET | S1P4 antag | RBBP9 inhibitor | BaF3 tox | Ba/F3 V617F tox | NPY1 pot ag | NPY-Y2 PAM-ag | NPY-Y1 antag | S1P4 agonist
C=C(C)c1cccc(C(C)(C)NC(=O)Nc2nncs2)c1
→ 0 | 13 | -10 | 0 | 0 | -5 | 5 | . | -1.5
CC(=NCCCn1ccnc1)c1c(C)[nH]n(-c2ccc([N+](=O)[O-])cc2)c1=O
→ 0 | 6 | -3 | 11 | 10 | -5 | 10 | 2 | -0.7
Clc1ccc2c(c1)C1OCCC1C(c1ccco1)N2 (configuration not stated)
→ 14 | 1 | -3 | 8 | 3 | -16 | -22 | -3 | 1.2
Cc1nn(-c2ccccc2)c(C)c1/C=N/NC(=O)c1cc(C(C)(C)C)[nH]n1
→ -3 | 2 | 9 | 2 | -3 | 21 | 4 | 0 | -4.2
FC(F)(F)c1nc2ccccc2[nH]1
→ 1 | -10 | -1 | 0 | 0 | -4 | -14 | . | 2.2
COc1ccc(-c2ccc(C#N)c(SCC(=O)NCCc3ccccc3)n2)cc1OC
→ 0 | -10 | -4 | 4 | 6 | -26 | -7 | 2 | -1.4
CC(C)C(C)NC(=O)CSc1nnc(-c2c[nH]c3ccccc23)o1 (configuration not stated)
→ 0 | 0 | -4 | -1 | 3 | -16 | -5 | 5 | -0.4
Cc1cccc2nc(C(F)(F)F)nc(=O)n12
→ 0 | 0 | 5 | 0 | -3 | 19 | -3 | 0 | 1.5
C/[N+]([O-])=C1\Cc2ccccc2C1=O
→ 1 | -22 | 2 | -2 | -3 | -14 | 1 | -1 | 1.5
CCOc1ccccc1NC(=O)CCS(=O)(=O)c1cccc2nonc12
→ -2 | -9 | -14 | 6 | 5 | -22 | 9 | -3 | -0.3
Oc1ccccc1NCC(O)Cn1ccc2ccccc21 (configuration not stated)
→ 14 | 6 | 6 | 3 | 0 | 26 | 12 | -10 | 0.8
CCCN1CNc2c(c(=O)[nH]c(=S)n2-c2ccccc2Cl)C1
→ 0 | 10 | -1 | 0 | -3 | 10 | 6 | 3 | -0.8
CCCCN1C(=O)N(C)C2C1N(C)C(=O)N2CCCC (configuration not stated)
→ 0 | 6 | -8 | 1 | -3 | -24 | -17 | 3 | -0.7
Cn1c(SCC(N)=O)nnc1C1CCN(C(=O)NC2CCCCC2)CC1
→ -2 | -9 | -9 | 8 | 0 | 11 | 8 | 2 | 0.6
CCOC(=O)C1=C(c2ccccc2)NC(SC)=C(C#N)C1c1cccnc1 (configuration not stated)
→ -1 | -8 | -2 | 1 | -3 | 5 | 6 | -2 | 0.4
c1ccc(Oc2cccc(NC3=NCCC3)c2)cc1
→ 0 | -9 | 1 | 1 | -2 | 16 | 14 | -1 | -0.7
O=S(=O)(NC1CCCCC1Nc1ccc(Cl)cc1)c1ccccc1 (configuration not stated)
→ -1 | -8 | -1 | 11 | 3 | 0 | 8 | 1 | -1.2
Cc1ccc(C(=O)CN2C(=O)C(=O)N(Cc3ccccc3)C2=O)cc1
→ -2 | 0 | -1 | 6 | 0 | 15 | -8 | 1 | -1.9
COc1ccccc1NC(=O)CSc1nc2ccccc2c(=O)n1CCNC(C)=O
→ -1 | 13 | -9 | 4 | 1 | -2 | -8 | 6 | -2.4
Cc1cccc(NS(=O)(=O)c2ccc(C3CCCCC3)cc2)n1
→ 0 | 0 | -4 | 1 | -4 | 23 | 15 | -12 | -2.1
Cc1cccc2cc(-c3ccccc3)c(-c3ccccc3)c[n+]12
→ -6 | -4 | 8 | 72* | 90* | -2 | 2 | 12 | -0.9
Nc1ccc(Cl)c(-c2nc3ncccc3o2)c1
→ 5 | 2 | -3 | 3 | -3 | 15 | 3 | -5 | -0.5
O=C(Cn1cnc2sc(-c3ccccc3)cc2c1=O)NCCc1ccccc1
→ 2 | 4 | -5 | 1 | -4 | 11 | 19 | -3 | -1.4
CN(c1ccc(Cl)cc1)c1cc(=O)n(C)c2ccccc12
→ -10 | -23 | 7 | 4 | -1 | -7 | 3 | 5 | -1.1
CCOc1cc(S(=O)(=O)NC2CC2)c(OCC)cc1-n1cnnn1
→ -1 | -16 | -6 | 4 | -2 | 16 | 1 | 0 | 0.6
Cc1cccnc1NC(=S)Nc1ccc(F)cc1F
→ 25 | -1 | 3 | 7 | 1 | 3 | -32 | 0 | 1.4
CCc1ccc(CN(C)C(=O)CCc2nnc(CCc3cccc(OC)c3)o2)nc1
→ 0 | 1 | -8 | 7 | 3 | 9 | 3 | 3 | -1.2
OC1CCN(C(=S)NCCc2ccccc2)CC1
→ 3 | -4 | -3 | 3 | 1 | 0 | -8 | 4 | -0.7
Cc1ccc(-c2nnn(CCC(=O)NC(C)(C)C)n2)cc1
→ -2 | -5 | 1 | 0 | -3 | 3 | 6 | 12 | 3.0
Cc1cccc(Nc2ccc([N+](=O)[O-])cc2C(=O)O)c1
→ -13 | -20 | -4 | 5 | -1 | -50 | -10 | 7 | -0.2

Entries of single compounds as entered above. Values in the order: Runt-CBFb FRET	S1P4 antag	RBBP9 inhibitor	BaF3 tox	Ba/F3 V617F tox	NPY1 pot ag	NPY-Y2 PAM-ag	NPY-Y1 antag	S1P4 agonist
Shown for O=C(Cn1cnc2sc(-c3ccccc3)cc2c1=O)NCCc1ccccc1 → 2	4	-5	1	-4	11	19	-3	-1.4
Shown for Cc1cccc(NS(=O)(=O)c2ccc(C3CCCCC3)cc2)n1 → 0	0	-4	1	-4	23	15	-12	-2.1
Shown for OC1CCN(C(=S)NCCc2ccccc2)CC1 → 3	-4	-3	3	1	0	-8	4	-0.7
Shown for O=S(=O)(NC1CCCCC1Nc1ccc(Cl)cc1)c1ccccc1 (configuration not stated) → -1	-8	-1	11	3	0	8	1	-1.2

New compounds follow.
Under each structure: Runt-CBFb FRET | S1P4 antag | RBBP9 inhibitor | BaF3 tox | Ba/F3 V617F tox | NPY1 pot ag | NPY-Y2 PAM-ag | NPY-Y1 antag | S1P4 agonist
O=C(CSc1nnc(-c2ccncc2)o1)NCc1ccccc1
→ -2 | -9 | -1 | 0 | -2 | -16 | -1 | 0 | -0.2
CCOC(=O)C1CCCN(C(=O)C2CCN(c3nnc(-n4cccc4)s3)CC2)C1 (configuration not stated)
→ -2 | -2 | -16 | 7 | 4 | -1 | 1 | 7 | -0.1
NNC(=O)CNC(c1ccccc1)c1cc(Br)ccc1N (configuration not stated)
→ 0 | 5 | 0 | -2 | -1 | -1 | -30 | . | -0.2
CC(=O)NC(Cc1cccc(F)c1)C(=O)NC1CCN(c2ncccc2[N+](=O)[O-])CC1 (configuration not stated)
→ 0 | 2 | -9 | 2 | -3 | 27 | 14 | 2 | 3.3
COc1ccc(C)cc1NC(=O)CSc1nnc(CC(=O)Nc2ccccc2F)n1C
→ -1 | -6 | 0 | 3 | 1 | 4 | 3 | 3 | 0.2
COc1ccc(NC(=O)CN2CC(c3ccccc3)CC2=O)cc1OC (configuration not stated)
→ -2 | -15 | -6 | 1 | 0 | 15 | 11 | 6 | 1.7
CC1CN(C(=O)c2cccc(S(=O)(=O)Nc3ccc(Cl)cc3)c2)CC(C)O1 (configuration not stated)
→ 2 | 3 | -4 | 0 | -3 | 9 | 11 | 6 | 0.0
CN(CC1COc2ccccc2O1)C(=S)Nc1ccccc1F (configuration not stated)
→ 1 | -15 | -8 | 6 | 4 | -9 | 6 | 13 | -0.8
O=S(=O)(c1ccc(NC2CCCCC2)cc1)N1CCOCC1
→ 2 | -25 | -2 | 8 | 0 | 6 | -1 | 7 | 1.3
CSc1nc2c(c(=O)n1C)SC(C)C2 (configuration not stated)
→ 1 | -13 | 4 | 5 | 1 | 8 | -7 | -2 | -2.4
CC12CN3CC(C)(CN(C1)C3c1ccc(Br)cc1)C2 (configuration not stated)
→ -1 | -6 | 1 | 3 | 1 | -2 | -6 | 6 | 0.9
N#CCSc1nc2[nH]ncc2c(=O)n1-c1ccccc1Br
→ . | 0 | -4 | -4 | -2 | -19 | -13 | -2 | -2.4
CCN(CC)C(=O)CSc1nnc(NC(=O)CCc2ccccc2)s1
→ -3 | -15 | -5 | 2 | -4 | -5 | -1 | 2 | 0.6
Cc1ccc(C(=O)NNC(=O)c2cccc(S(=O)(=O)N3CCN(c4ccccc4)CC3)c2)cc1
→ 0 | 2 | -7 | 6 | 0 | 17 | -13 | -5 | -0.3
COC(=O)[C@@H](NC(=O)Nc1cccc(Br)c1)C(C)C
→ 2 | -3 | -1 | 8 | 2 | 12 | 11 | 0 | -0.1
CC(=O)N1CCC(O)(c2cccc(C(F)(F)F)c2)CC1
→ -1 | 6 | 4 | 3 | -5 | 6 | 4 | 5 | -3.5
CS(=O)(=O)Nc1cccc(S(=O)(=O)N2CCN(C(=O)c3ccccc3)CC2)c1
→ 3 | 2 | -1 | -5 | 4 | 3 | -5 | . | -0.5
O=C(c1cc(COc2ccc(F)cc2Cl)on1)N1CCCC(OCc2cccnc2)C1 (configuration not stated)
→ -1 | -7 | -5 | 1 | -2 | -9 | -3 | 2 | -0.6
CNc1cc(C)nc(-n2nc(C)cc2C)n1
→ -1 | -2 | 4 | 2 | -2 | 1 | -6 | -1 | 0.8
C=CCOc1ccc(/C=N/NC(=O)CN(c2cc(Cl)ccc2OC)S(=O)(=O)c2ccc(C)c([N+](=O)[O-])c2)cc1
→ 0 | -5 | -11 | 4 | 2 | -2 | 2 | -2 | 1.3
CCOc1ccc(NC(=O)CSc2nnc(N)s2)c([N+](=O)[O-])c1
→ 0 | -1 | -9 | -5 | -6 | 1 | -15 | -3 | -0.3
CN1CCN(c2ccc(CNC(=O)c3ccc4c(c3)OCCO4)cc2)CC1
→ 1 | 4 | -5 | 1 | -3 | -12 | 6 | . | 0.6
COc1ccc(N2C(=O)c3ccccc3NC23CCCC3)cc1
→ 0 | 2 | -10 | 1 | -1 | 10 | 10 | -1 | 0.2
CCCc1cc(NCCCN2CCOCC2)n2c(nc3ccccc32)c1C#N
→ 12 | -2 | 9 | 6 | 3 | 1 | -4 | 3 | 2.5
C=CCn1cc(Cl)c(=O)n(CC=C)c1=O
→ -2 | -14 | 2 | 0 | -3 | -20 | -2 | 9 | 3.0
COCCN(Cc1ccccc1)C(=O)c1c(C)nn(-c2ccccc2)c1C
→ -1 | 8 | -5 | 6 | 6 | -1 | -7 | 3 | -0.8
COc1cc2ncnc(NCc3cccc(Cl)c3)c2cc1OC
→ -2 | -5 | -8 | 2 | 1 | -32 | -8 | 9 | 0.0
O=S(=O)(Nc1nc2ccccc2nc1NCCO)c1cccc(Cl)c1
→ 2 | -17 | -6 | 4 | 0 | 11 | -3 | -5 | 1.2
OC(COc1ccccc1)CN1CCN(c2ncccn2)CC1 (configuration not stated)
→ 2 | 12 | -12 | 0 | -2 | 36 | -3 | 7 | -2.9

Assay outcomes as filed in PubChem BioAssay.
